pPAFAH FP inh = inhibitors of human plasma PAF acetylhydrolase (pPAFAH); Q13093; 1.5% of 330,000 active; inhibition, % at 3.39 µM; AID 463082; recombinant pPAFAH, FP-rhodamine probe fluorescence polarization;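 active = inhibition above the mean inhibition across the screen plus 3 SD, cut at about 25% in these data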;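 also: inhibitors block binding of the rhodamine activity-based probe so polarization drops; 0% = enzyme with DMSO and 100% = wells lacking pPAFAH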
PREPL inh = inhibitors of human prolyl oligopeptidase-like enzyme PREPL; inhibition, % at 5.96 µM; recombinant PREPL, fluorescence polarization activity-based probe; Q4J6C6; 0.68% of 320,000 active; in the data active = inhibition above about 43%;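 also: 0% = enzyme with DMSO and 100% = wells lacking enzyme; many of its hits are not listed in these tables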
PME-1 inh = blocks human protein phosphatase methylesterase 1; Q9Y570; recombinant PME-1, FP-Rh probe fluorescence polarization; inhibition, % at 5.9 µM; 0.53% of 320,000 active; AID 2130;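 active = inhibition above the campaign mean of all compounds plus 3 SD, cut at about 26% in these data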;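 also: competitive labeling of PME-1 active site by serine hydrolase directed probe; 0% = PME-1 with DMSO and 100% = wells lacking PME-1 enzyme; inhibitors block probe labeling so polarization falls and inhibition rises; many of its hits are not listed in these tables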
LYPLA2 inh = blocks human lysophospholipase 2, a PME1 counter-screen; O95372; 0.38% of 320,000 active; recombinant LYPLA2, FP-Rh probe fluorescence polarization; AID 2177; inhibition, % at 5.9 µM;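 active = inhibition above the screen-wide mean plus 3 SD, limit set per campaign, cut at about 26% in these data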;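 also: 0% = LYPLA2 with DMSO and 100% = wells lacking LYPLA2 enzyme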
Target sequence (O95372 whole entry, looked up): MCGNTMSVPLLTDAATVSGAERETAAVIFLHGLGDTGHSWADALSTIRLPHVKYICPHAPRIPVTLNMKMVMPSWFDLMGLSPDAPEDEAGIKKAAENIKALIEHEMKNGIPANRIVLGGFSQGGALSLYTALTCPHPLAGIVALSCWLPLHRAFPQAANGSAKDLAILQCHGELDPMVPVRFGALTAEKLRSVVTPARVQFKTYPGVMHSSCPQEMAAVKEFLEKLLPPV
PAD4 FP inh = inhibitors of human PAD4. Q9UM07. recombinant PAD4, RCA probe fluorescence polarization. inhibition, % at 6.36 µM. 0.41% of 330,000 active;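 active = percent inhibition above a cutoff equal to the mean of all tested compounds plus 3 SD, cut at about 15% in these data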;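 also: 0% = PAD4 with RCA probe and DMSO and 100% = probe without PAD4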
PAFAH1B2 FP inh = inhibitors of human PAFAH1B2; P68402; 1.2% of 340,000 active; AID 492953; recombinant PAFAH1B2, FP-rhodamine activity probe, fluorescence polarization; inhibition, % at 3.39 µM;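 active = inhibition above the mean of all tested compounds plus 3 SD, cut at about 24% in these data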;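 also: 0% = enzyme with DMSO and 100% = wells lacking PAFAH1B2; many of its hits are not listed in these tables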
Target sequence (P68402 whole entry, looked up): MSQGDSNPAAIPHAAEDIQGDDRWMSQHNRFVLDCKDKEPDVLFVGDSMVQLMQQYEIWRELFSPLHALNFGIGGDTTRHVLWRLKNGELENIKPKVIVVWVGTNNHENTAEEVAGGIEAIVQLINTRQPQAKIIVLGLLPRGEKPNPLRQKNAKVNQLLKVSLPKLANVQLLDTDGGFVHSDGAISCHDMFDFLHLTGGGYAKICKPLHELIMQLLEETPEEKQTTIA
GSTO1 inh = GSTO1 inhibition, counter-screen for RBBP9 inhibitors; recombinant GSTO1, activity-based probe fluorescence polarization; P78417; inhibition, % at 5.96 µM; 1.1% of 300,000 active;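 active = inhibition above the campaign mean inhibition plus 3 SD, cut at about 35% in these data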;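 also: 0% = GSTO1-1 with DMSO and 100% = wells lacking GSTO1-1 enzyme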
Target sequence (P78417 whole entry, looked up): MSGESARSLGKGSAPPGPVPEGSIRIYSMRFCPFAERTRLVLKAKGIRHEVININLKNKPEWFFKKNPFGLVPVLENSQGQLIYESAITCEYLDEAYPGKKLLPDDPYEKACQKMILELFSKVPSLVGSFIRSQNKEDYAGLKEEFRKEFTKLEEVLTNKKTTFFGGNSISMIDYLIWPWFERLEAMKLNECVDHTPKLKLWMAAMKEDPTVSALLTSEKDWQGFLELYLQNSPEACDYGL
PAFAH1B3 inh = blocks human PAF acetylhydrolase 1B catalytic subunit 3; Q15102; recombinant PAFAH1B3, FP-rhodamine probe, fluorescence polarization; inhibition, % at 3.39 µM; 0.28% of 340,000 active; AID 492972;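 active = inhibition above the screen-wide average of all tested compounds plus 3 SD, cut at about 25% in these data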;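 also: 0% = enzyme with DMSO only and 100% = wells lacking PAFAH1B3 protein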
Target sequence (Q15102 whole entry, looked up): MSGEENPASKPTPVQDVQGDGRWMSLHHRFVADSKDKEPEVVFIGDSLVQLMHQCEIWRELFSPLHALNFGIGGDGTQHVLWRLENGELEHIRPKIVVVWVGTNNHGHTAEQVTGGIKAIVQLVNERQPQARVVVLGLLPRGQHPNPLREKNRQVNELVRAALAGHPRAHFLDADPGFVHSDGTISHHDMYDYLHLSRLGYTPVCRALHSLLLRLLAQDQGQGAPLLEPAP
LYPLA1 counter = counter-screen for PME1 inhibitors: inhibitors of human LYPLA1 | recombinant LYPLA1, FP-Rh probe fluorescence polarization | inhibition, % at 5.9 µM | 0.16% of 320,000 active | AID 2174;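 active = inhibition above the mean of all tested compounds plus 3 SD, set per campaign, cut at about 14% in these data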;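 also: inhibitors block serine hydrolase probe labeling of LYPLA1 so polarization falls; 0% = enzyme with DMSO and 100% = wells lacking LYPLA1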
* hit, by the source's call; . = no result given. Some of the compounds tested; the hit share may differ from the screen's.

SMILES | pPAFAH FP inh | PREPL inh | PME-1 inh | LYPLA2 inh | PAD4 FP inh | PAFAH1B2 FP inh | GSTO1 inh | PAFAH1B3 inh | LYPLA1 counter
Cn1c(/C=C/c2ccc([N+](=O)[O-])o2)nc2ccccc2c1=O | 6 | 0 | 0 | -3 | 5 | 1 | 1 | -1 | 1
O=C(N/N=C/c1ccccn1)c1ccc(Cl)cc1 | -3 | 2 | 11 | 2 | 3 | 2 | 1 | -4 | 4
CCNc1nc(NCC)nc(C(=O)NN)n1 | 2 | 1 | -6 | 0 | 2 | 7 | 2 | 15 | -4
O=C(CNc1cc(S(=O)(=O)N2CCCC2)ccc1OCC(F)(F)F)Nc1cccc(C(F)(F)F)c1 | 1 | 5 | 1 | -8 | 3 | 7 | 1 | 3 | -8
O=C(CNS(=O)(=O)c1ccc(Br)s1)NCc1ccccc1 | 2 | -10 | 2 | 1 | -4 | 4 | -3 | 6 | 1
CSc1ncccc1C(=O)OCc1ccccc1 | 13 | 0 | -2 | 6 | -1 | 0 | 0 | 3 | 3
CCN(CC)S(=O)(=O)c1ccc(NC(=O)c2ccc(N3CCCC3=O)cc2)cc1 | -3 | 28 | . | . | -7 | -1 | . | 2 | .
CCCC(C)C(=O)NCc1ccncc1 (centres undefined) | -3 | -12 | -4 | -3 | -3 | 11 | -5 | 5 | -3
O=C(COC(=O)C1CC1)NCCNC(=O)COC(=O)C1CC1 | 1 | 1 | 3 | -4 | 3 | 3 | -6 | 9 | -1
CCN(CCn1cccn1)Cc1nc(Cc2cccc(F)c2)no1 | 4 | 3 | -4 | -1 | 3 | 5 | 3 | 11 | -2
O=C(NC1CCCCC1)C1CCN(C(=O)NCc2ccccc2)CC1 | -5 | 7 | -7 | 2 | -4 | 9 | 5 | 4 | -2
COc1cccc(NC(=O)CSc2nnc(NC(=O)c3ccco3)s2)c1 | -3 | -2 | -10 | -2 | -3 | -2 | -13 | 13 | 1
CC(C)CNC(=S)NNC(=O)c1ccc2c(c1)OCO2 | -7 | 2 | -1 | -7 | -7 | 0 | 2 | -7 | -3
O=C(Cn1c(-c2ccccc2)noc1=O)Nc1ccc(N2CCCCCC2)cc1 | 21 | 8 | 7 | 3 | 0 | 19 | 5 | 13 | -2
CCn1c(SCC(=O)NNC(=O)c2ccc(OC)cc2)nnc1-c1cccnc1 | -2 | -3 | -1 | -6 | -1 | 3 | 9 | -8 | -2
O=C(Cn1[nH]c(=O)c2ccccc2c1=O)OCC(=O)N1CCc2ccccc2C1 | -4 | -13 | 1 | 8 | -1 | 10 | 5 | 4 | 0
COc1ccc(S(=O)(=O)n2nc(OC(=O)c3ccc(C)cc3)cc2N)cc1 | 2 | 40 | 2 | -1 | 3 | 7 | 10 | 6 | 4
Brc1ccccc1OCCCCCN1CCCC1 | 4 | 12 | 5 | -1 | 1 | . | 0 | . | -3
O=c1c2ccccc2nc(SCc2cc(F)cc3c2OCOC3)n1Cc1ccco1 | -1 | 13 | -8 | 3 | -3 | -2 | -1 | 5 | 2
COc1ccccc1CCc1nnc(CCC(=O)NC(C)Cn2nc(C)cc2C)o1 (centres undefined) | -5 | -13 | 0 | 2 | -3 | 5 | 3 | 10 | 1
CC[C@]12c3[nH]c4cc(-c5ccco5)ccc4c3CCN1C(=O)[C@@H](CC(=O)NCc1ccco1)C[C@@H]2C(=O)N1CCN(C(=O)C2CC2)CC1 | 1 | . | . | . | -5 | 1 | . | 3 | .
CC(C)n1cc(/C=C2\NC(=O)N(c3cccc(Cl)c3)C2=O)c2ccccc21 | -4 | -1 | 0 | -26 | 5 | 7 | -1 | 1 | -20
CCN(CC)S(=O)(=O)c1ccc(C(=O)NC2=C(C(=O)OC)SCC2)cc1 | 4 | 16 | -3 | 0 | -5 | -4 | 8 | -1 | 0
CCN(c1ccccc1)S(=O)(=O)c1ccc(C(=O)Nc2nnc(CSC)o2)cc1 | 7 | 13 | -1 | 10 | -12 | 13 | -14 | 6 | 2
Cc1cc(NC(=O)c2ccc(S(=O)(=O)N3CCOCC3)cc2)nc2c1c(=O)oc1ccccc12 | 2 | 1 | -1 | -5 | 2 | . | -6 | . | -3
Later entries:
SMILES | pPAFAH FP inh | PREPL inh | PME-1 inh | LYPLA2 inh | PAD4 FP inh | PAFAH1B2 FP inh | GSTO1 inh | PAFAH1B3 inh | LYPLA1 counter
Cc1cccc(NC(=O)CN2CCSc3ccccc32)c1 | 5 | 8 | 2 | 1 | -2 | 4 | -7 | 2 | -3
Cc1cc(C)cc(NC(=O)c2sc3nc4n(c(=O)c3c2C)CCC4)c1 | 4 | -5 | 0 | -4 | -4 | 2 | 2 | 7 | -8
COc1cc(C(=O)NNC(=O)CN2C(=O)NC3(CCCC3)C2=O)cc(OC)c1OC | 0 | 0 | 4 | -4 | 5 | -4 | . | 12 | -1
O=C(Nc1nnc(-c2ccc(Cl)cc2)o1)c1nc2ccccc2s1 | 5 | 9 | 1 | -3 | -5 | 9 | -15 | 10 | -4
CC(C)c1nc2cc(C(=O)N(C)Cc3ccc(F)cc3)ccc2o1 | -2 | -4 | 1 | 4 | -1 | 2 | 1 | -1 | 4
N#CC1=C(N)N(c2ccccc2Sc2ccccc2)C(=O)C1 | 10 | 12 | -4 | 3 | -8 | 10 | 5 | -5 | 1
Cc1c(C)[n+](=O)c2c(n1[O-])CCC2 | 0 | 21 | -2 | -2 | -2 | 1 | 2 | 12 | 4
CC(C)C[C@H](NC(=O)c1[nH]cnc1C(=O)N[C@@H](Cc1ccccc1)C(=O)OC(C)(C)C)C(=O)OCc1ccccc1 | 8 | 0 | 3 | -13 | -1 | -3 | 7 | 1 | -8
Cc1ccc(NC(=O)CCC(=O)NNS(=O)(=O)c2ccccc2)cc1C | 2 | -7 | 3 | -6 | 3 | 3 | -3 | 0 | 3
COc1ccc(-n2nnnc2SCC(N)=O)cc1 | 6 | -12 | -4 | 12 | -1 | 2 | -1 | 1 | -1
Cc1c(Nc2nc3ccccc3n3cnnc23)cccc1[N+](=O)[O-] | 1 | 1 | 4 | 3 | 0 | 2 | 7 | 3 | 0
CCN(CC)S(=O)(=O)c1ccc(NC(=O)c2cccnc2Cl)c(NC(=O)c2cccnc2Cl)c1 | 5 | -5 | 8 | -6 | -4 | . | -1 | . | -3
CC12CCC(C1)C(C)(C)C2NS(=O)(=O)c1ccc(F)cc1 (centres undefined) | -2 | 12 | 10 | -2 | -5 | 26* | . | 5 | -2
O=C(NC1CCN(C(=O)N2c3ccccc3Sc3ccccc32)CC1)c1ccccc1Cl | 8 | 4 | 1 | 5 | 1 | 0 | -3 | 14 | -2
N/C(=N\OC(=O)c1ccc2c(c1)OCO2)c1ccc(Br)cc1 | -1 | 4 | -2 | -6 | -7 | -6 | -3 | -1 | 0
O=C(CCCOc1ccccc1)Nc1ccc(Cl)c(S(=O)(=O)N2CCOCC2)c1 | 5 | 14 | . | . | -5 | 3 | . | 4 | .
CCOC(=O)N1CCC(NC(=O)Cn2nc(Cc3ccncc3)c3ccccc3c2=O)CC1 | 6 | 12 | 7 | 7 | -2 | 4 | -2 | 3 | 6
Cc1cccc(N2CCN(c3ccc4cc(S(=O)(=O)N5CCCCC5)ccc4n3)CC2)c1C | 0 | 0 | 3 | 1 | -5 | -3 | -3 | 1 | 0
Cc1csc(NC(=O)CN2C(=O)c3ccccc3C2=O)c1C(N)=O | 0 | -1 | 9 | -1 | 3 | . | 3 | . | 1
CC(C)c1ccc(NC(=O)C(=O)C2C(=O)Nc3ccccc32)cc1 (centres undefined) | 4 | 0 | -1 | 5 | 3 | 14 | 5 | -2 | 3
CCN(CC)C(=O)c1sc2nc(-c3ccccc3)ccc2c1N | 5 | 3 | -8 | 2 | -1 | 4 | 8 | -4 | -3
Cc1ccc(NCCNc2ccc(C)cc2)cc1 | 4 | 8 | -2 | 2 | -1 | 2 | 7 | 4 | 0
C=CCn1c(SCC(=O)Nc2ccc(O)cc2)nc2sc(CC)cc2c1=O | 6 | -8 | 0 | -1 | -1 | -2 | 5 | 7 | -2
COc1ccc(CNC(=O)C2(CC3CC(c4ccccc4)=NO3)CCN(C(=O)C3(C)CC3)CC2)cc1 (centres undefined) | 2 | 12 | 3 | 3 | 1 | 0 | 3 | 4 | 0
CCc1nc(Nc2cc(OC)ccc2OC)c2oc3ccccc3c2n1 | 6 | -2 | 6 | 3 | 0 | -1 | 3 | -4 | -3
The listing continues.
SMILES | pPAFAH FP inh | PREPL inh | PME-1 inh | LYPLA2 inh | PAD4 FP inh | PAFAH1B2 FP inh | GSTO1 inh | PAFAH1B3 inh | LYPLA1 counter
CCCCSc1nc(C)cc(SCC(=O)N/N=C/c2cccc(OC)c2O)n1 | 6 | 29 | 1 | -16 | 1 | 4 | 7 | 16 | -13
CCCCCC(=O)C(=O)c1ccc(O)cc1O | 1 | 0 | -4 | -12 | 5 | 2 | 2 | 2 | -2
COC(=O)C1=C(C)NC(C)=C(C(=O)OC)C1c1ccc(N(C)C)cc1 | 0 | -4 | 3 | 7 | -1 | 7 | 9 | 7 | 7
CCCCCOC(=O)C1=C(C)NC(=O)NC1c1ccc(OC)cc1 (centres undefined) | 7 | -12 | 4 | 5 | -3 | 15 | -3 | -1 | 0
CCOC(=O)c1sc2nc(CSc3nc4ccccc4n3CC)[nH]c(=O)c2c1C | -3 | 8 | 0 | 9 | -3 | 3 | 5 | 0 | 0
N#CCCn1c2ccccc2c2nc3ccccc3nc21 | 7 | -6 | -1 | 2 | 5 | 4 | -8 | 9 | 2
COc1ccc(S(=O)(=O)N(CC(=O)N2CCN(c3ccccc3OC)CC2)c2ccccc2)cc1 | 2 | 9 | 0 | -1 | 0 | 1 | 3 | 5 | 0
CCOC(=O)[C@H]1[C@H]2COc3ccc(Cl)cc3[C@@H]2N2C(=O)CN(CC3CCCO3)C(=O)[C@@]12C (some centres undefined) | -2 | 10 | -2 | 5 | 3 | 2 | . | 6 | 0
CCCn1c(CCC(=O)O)ccc1-c1ccc(OC)cc1 | 20 | 9 | 1 | -2 | -8 | 0 | 5 | 13 | 4
Cn1c(C(=O)N2CCOCC2)cnc1Sc1ncc(C(F)(F)F)cc1Cl | 1 | -12 | 2 | -1 | 2 | 3 | -2 | 3 | 7
Cc1cc(OC(C)C(=O)NCC(O)c2ccccc2)c2c(C)c(C)c(=O)oc2c1 (centres undefined) | 2 | 10 | 1 | -2 | -7 | 2 | 12 | 7 | -1
COc1ccc(NC(=O)C2CCCN2S(=O)(=O)c2ccc3c(c2)CC(C)N3C(C)=O)cc1OC (centres undefined) | 8 | 6 | -7 | 8 | -1 | 4 | -6 | 9 | 3
CC(C(=O)NC1C(=O)N2C(C(=O)O)=C(CSc3nnnn3C)CSC12)n1cc(Cl)cn1 (centres undefined) | 7 | 0 | 3 | 4 | -4 | 7 | -1 | 1 | -1
O=C(NC1CCCCC1)C(c1ccc(F)cc1)N(Cc1ccco1)C(=O)c1csnn1 (centres undefined) | -5 | -1 | 1 | -11 | 3 | 1 | 7 | -7 | -3
CCc1ccc(NCc2nc3ccccc3c(=O)[nH]2)cc1 | 6 | 31 | -23 | 4 | -4 | 3 | 1 | -5 | -5
NC(=O)/C(=C\c1ccco1)NC(=O)c1ccc(Br)o1 | 2 | 14 | -2 | 8 | 1 | 4 | 10 | 14 | 3
O=c1[nH]cnc2nc3n(c12)CCCCC3 | -1 | 23 | -2 | -2 | -5 | -2 | 3 | 2 | 1
